TGFb SMAD3 inh: qHTS for Inhibitors of TGF-b. actives 1.2% (n = 410,000). AID 588855, 2011. Potency, µM (highest dose often 46.1 µM), inactives show top-dose activity, negative = inhibition, usual class: inhibitors. HepG2 CAGA-GFP TGF-b/SMAD3 reporter, GFP fluorescence, 18 h; TGF-beta stimulated, 500 pg/mL final; note: potency is the fitted concentration of half-maximal effect; % is set by controls: 0 for no effect and ±100 for the full control effect; nearly all actives have a fitted effect of over 65% in size
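Inhibition of TGF-beta-driven CAGA-GFP reporter expression in HEPG2 cells is measured by cellular GFP fluorescence after 18 h stimulation with 500 pg/mL recombinant TGF-beta in 1% FBS medium at 37 degrees C.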
Nrf2 ARE act: qHTS of Nrf2 Activators. AREc32 ARE-luciferase reporter (MCF7-derived line), luminescence, 24 h. Potency, µM (doses to about 46.1 µM), for the others: at the highest dose activation, usual class: activators. actives 0.31% (n = 410,000). AID 624171, 2012; note: potency is the fitted concentration of half-maximal effect; % of control where 0% means no effect; nearly all actives have a fitted effect of over 65% in size
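Luminescent ARE reporter assay in AREc32_Fluc cells: overnight plating at 37 deg C, 24 hr compound incubation, Steady-Glo added, 30 min RT before reading.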
Nrf2 block: Nrf2 qHTS screen for inhibitors; actives 2.1% (n = 360,000); A549 ARE-Fluc reporter, luciferase luminescence, 18-24 h; Potency, µM (series often up to 46 µM), for the others: at the top dose activity change, negative = inhibition, usual class: inhibitors; note: potency is the fitted concentration of half-maximal effect; % is set by controls: 0 for no effect and ±100 for the full control effect; nearly all actives have a fitted effect of over 60% in size
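Quantitative HTS in A549 cells stably bearing an antioxidant response element-firefly luciferase construct. Inhibition of Nrf2-driven transcription was scored by luminescence after 18-24 h of compound exposure at 37 °C.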
A549 tox: Nrf2 qHTS screen for inhibitors: counterscreen for cytotoxicity | A549 ARE-Fluc cells, CellTiter-Fluor viability, 18-24 h | Potency, µM (series often up to 46 µM), for inactives: at the top dose activity change, negative = cytotoxicity, hits mostly inhibitors | actives 0.16% (n = 390,000) | AID 504648, 2011; note: potency is the fitted concentration of half-maximal effect; % is set by controls: 0 for no effect and ±100 for the full control effect
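A549 ARE-Fluc cells in 5% FBS OPTI-MEM, 5000 cells/well, rested 2 h then exposed to compounds in concentration-response for 18-24 h at 37 °C. Viability by CellTiter-Fluor fluorescence (Ex 405/Em 525) after 30 min; luciferase luminescence (BugLite, 15 min, RT) read afterwards.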
HepG2 viability: qHTS for Inhibitors of TGF-b: Cytotox Counterscreen | HepG2 CAGA-GFP viability, ATP luminescence, 18 h | Potency, µM (titrated, usually from 46.1 µM), inactives show at the top dose activity change, negative = cytotoxicity, hits mostly cytotoxic | actives 0.76% (n = 410,000) | AID 588856, 2011; note: potency is the fitted concentration of half-maximal effect; some results filed as inactive show a strong effect at the top dose
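HepG2 CAGA-GFP cells (1000/well, DMEM with 1% FBS) received compound, then TGF-beta at 500 pg/mL final, and were incubated 18 hours at 37 degrees C. Viability was read by CellTiter-Glo luminescence. Media-only wells were set as complete cell-killing and DMSO as no toxicity.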
ATXN2 expr inh: Primary qHTS for Inhibitors of ATXN expression | Potency, µM (doses to about 57 µM), inactives show at the top dose activity change, negative = inhibition, most hits filed as inhibitors | HEK-293 ATXN2-luciferase reporter, luminescence, 24 h | actives 0.72% (n = 360,000); note: potency is the fitted concentration of half-maximal effect; % is set by controls: 0 for no effect and ±100 for the full control effect; nearly all actives have a fitted effect of over 55% in size
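qHTS (up to 57 uM final) was run with 24 h compound exposure of reporter cells at 37 °C. Each well was multiplexed: SteadyGlo luminescence measured ATXN2-luciferase expression after a fluorogenic Gly-Phe-AFC viability readout (25 uM final).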
EPAC2 ag: qHTS for Agonist of cAMP-regulated guanine nucleotide exchange factor 4 (EPAC2): primary screen | Potency, µM (doses to about 154 µM), for inactives: at the highest dose activation, actives largely listed as activators | Rap guanine nucleotide exchange factor 4 (Homo sapiens), Q8WZA2 | EPAC2 activation, biochemical qHTS; response scale: 100% = 6.5 mM cAMP response | actives 0.079% (n = 360,000); note: potency is the fitted concentration of half-maximal effect; nearly all actives have a fitted effect of over 50% in size
Target sequence (Q8WZA2 whole entry, looked up): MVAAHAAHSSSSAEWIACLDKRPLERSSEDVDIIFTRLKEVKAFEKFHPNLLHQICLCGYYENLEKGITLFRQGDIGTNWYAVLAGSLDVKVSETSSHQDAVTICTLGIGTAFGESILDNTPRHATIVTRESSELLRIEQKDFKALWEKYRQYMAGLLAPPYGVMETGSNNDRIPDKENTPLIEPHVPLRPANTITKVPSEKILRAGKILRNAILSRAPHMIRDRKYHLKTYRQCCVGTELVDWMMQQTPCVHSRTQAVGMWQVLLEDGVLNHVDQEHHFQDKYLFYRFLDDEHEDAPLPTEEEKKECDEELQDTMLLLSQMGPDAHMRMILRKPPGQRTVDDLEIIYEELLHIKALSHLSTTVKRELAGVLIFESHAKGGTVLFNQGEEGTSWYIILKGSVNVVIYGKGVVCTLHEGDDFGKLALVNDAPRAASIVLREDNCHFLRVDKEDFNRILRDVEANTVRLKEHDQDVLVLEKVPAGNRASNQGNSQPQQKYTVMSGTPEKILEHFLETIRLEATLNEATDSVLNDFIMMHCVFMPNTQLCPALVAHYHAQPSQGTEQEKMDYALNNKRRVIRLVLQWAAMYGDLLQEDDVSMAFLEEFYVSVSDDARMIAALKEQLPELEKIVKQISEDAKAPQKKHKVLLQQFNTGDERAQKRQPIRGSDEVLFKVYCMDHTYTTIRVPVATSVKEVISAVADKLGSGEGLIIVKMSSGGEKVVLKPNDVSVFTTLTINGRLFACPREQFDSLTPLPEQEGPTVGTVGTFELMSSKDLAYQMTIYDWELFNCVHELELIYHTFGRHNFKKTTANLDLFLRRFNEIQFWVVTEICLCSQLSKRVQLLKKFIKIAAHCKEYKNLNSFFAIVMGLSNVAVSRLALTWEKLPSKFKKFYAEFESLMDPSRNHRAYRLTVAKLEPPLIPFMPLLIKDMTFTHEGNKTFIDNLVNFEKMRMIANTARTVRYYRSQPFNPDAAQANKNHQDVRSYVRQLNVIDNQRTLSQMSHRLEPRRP
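Compounds were added across a concentration range to EPAC2 (100 nM), RAP1B-BODIPY-GDP (250 nM) and GDP (50 uM). After 5 min at room temperature, fluorescence was recorded at 5-min intervals for 30 min.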
IL2 activator: qHTS of IL-2 Activators; activation, % (series mostly up to about 46 µM); actives 0.065% (n = 360,000); IL-2 activation reporter assay, cell-based qHTS; stimulated with anti-CD3/CD4/CD28 beads; in transgenic mouse T cells; in the data active = activation above about 50%; inconclusive = mostly about 30% to 49%; note: 0% is about no effect
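Readout is EGFP and DsRed signal by fluorescent plate cytometry after 18 h at 37 degrees C. Transgenic mouse T cells (750/well) received compound for 60 min before bead stimulation (anti-CD3, anti-CD4, anti-CD28); memory T cells served as non-tolerant control.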
S2 tox: Viability Counterscreen for Primary qHTS for Inhibitors of ATXN expression; AID 651635, 2014; Potency, µM (series often up to 56.7 µM), actives largely listed as cytotoxic; actives 0.49% (n = 400,000); S2 cells (HEK-293 line with an ATXN2-luciferase reporter) viability, CellTiter-Fluor protease fluorescence, 24 h; note: potency is the fitted concentration of half-maximal effect; nearly all actives have a fitted effect of over 40% in size
The depositor's hits bear a star; i = inactive; ? = inconclusive; nt = no result given; & = joins results of further samples; [ ] = remark or other dose. Unless noted, calls come from the whole dose curve; as a rule, active = well fitted curve in the direction sought with a large enough effect; inconclusive = small, poorly fitted or top-dose-only effect, or another doubt; inactive = no such curve, though single readings can be large; an effect the other way counts as inactive or inconclusive.

SMILES	TGFb SMAD3 inh	Nrf2 ARE act	Nrf2 block	A549 tox	HepG2 viability	ATXN2 expr inh	EPAC2 ag	IL2 activator	S2 tox
COc1ccc(OC)c(CN2CCN(S(=O)(=O)c3ccccc3)CC2)c1	?	-0.6%&0.2%	4%	-3%&25%	2%&-8%	5%&-13%	10%	-3.6	?
Cc1ccc(CN(C)C[C@@H]2OCc3cnnn3CCCC(=O)N([C@H](C)CO)C[C@H]2C)cc1	7%	-0.4%	nt	nt	-30%	-2%	2%	-1.1	i
S=c1[nH]cc(-c2ccc(Cl)cc2)n1-c1ccccc1	-23%	-0.6%	-5%	6%	-30%	1%	5%	0.6	i
CCOC(=O)c1c(S(=O)(=O)NCC(=O)Nc2cc(C)ccn2)c(C)n(C)c1C	-11%	0.1%	3%	5%	-6%	25%	-2%	1.6	i
O=C(O)C1CCN(C(=O)c2ccccc2C(=O)N2CCC(C(=O)O)CC2)CC1	3%	-0.4%	8%	-3%	-36%	-2%	5%	1.6	i
CC(=O)C1=C(O)C(=O)N(CCN2CCOCC2)C1c1ccc(N(C)C)cc1 (stereo not given)	13%	-0.2%	5%	-5%	8%	-5%	7%	-3.7	i
C#CCOCCOCCOCCNc1nc(N2CCN(C(=O)[C@H]([C@@H](C)O)n3cc(CCCCN)nn3)CC2)nc(N2CCN(C(=O)[C@H](CCCCN)n3cc(CCCC)nn3)CC2)n1	4%	-1.0%	2%	1%	-2%	8%	-2%	0.8	i
Cc1ccsc1C1NC(=O)c2ccccc2N1 (stereo not given)	2%	2.6%	?	-27%	-6%	3%	7%	1.3	?
Cc1ccc(CNc2ccc3c(c2)ncn3C(C)(C)C)cc1	-4%	-0.1%	?	-7%	-12%	60%[activator]	1%	-0.2	i
CC1(C)N=C(N)N=C(N)N1c1ccc(CCCCc2ccccc2)cc1	?	-4.8%	nt	nt	-53%	nt	3%	-2.0	?
COc1ccc(CCNC(=O)C(=O)NCC(c2cccs2)S(=O)(=O)c2ccccc2)cc1 (stereo not given)	-3%	0.3%	nt	6%	-34%	-9%	nt	nt	i
CC(=O)NC12CC3CC(C1)CC(C(=O)OCC(=O)NC(=O)c1cccn1C)(C3)C2	11%	-0.5%	?	6%	-11%	9%	-1%	2.1	i
CN(C)C(=O)c1ccc(NC(=O)c2cc(-c3ccco3)nc3ccccc23)cc1	7%	11µM*	10%	-4%	-35%	1%	0%	2.9	i
CCOc1ccc(-c2csc3ncnc(Nc4cccc(O)c4)c23)cc1	6%	0.5%	?	0%	-30%	-15%	nt	nt	?
Cc1ccc(NC(c2nnc(-c3ccccc3)o2)c2ccccc2F)c(Cl)c1 (stereo not given)	?	-0.5%	5%	1%	-13%	6%	nt	nt	i

Some of the entries so far, with two lines to a compound:
Each structure is followed by: TGFb SMAD3 inh, Nrf2 ARE act, Nrf2 block, A549 tox, HepG2 viability, ATXN2 expr inh, EPAC2 ag, IL2 activator, S2 tox
COc1ccc(OC)c(CN2CCN(S(=O)(=O)c3ccccc3)CC2)c1
    ?, -0.6%&0.2%, 4%, -3%&25%, 2%&-8%, 5%&-13%, 10%, -3.6, ?
Cc1ccc(CN(C)C[C@@H]2OCc3cnnn3CCCC(=O)N([C@H](C)CO)C[C@H]2C)cc1
    7%, -0.4%, nt, nt, -30%, -2%, 2%, -1.1, i
S=c1[nH]cc(-c2ccc(Cl)cc2)n1-c1ccccc1
    -23%, -0.6%, -5%, 6%, -30%, 1%, 5%, 0.6, i
CCOC(=O)c1c(S(=O)(=O)NCC(=O)Nc2cc(C)ccn2)c(C)n(C)c1C
    -11%, 0.1%, 3%, 5%, -6%, 25%, -2%, 1.6, i
O=C(O)C1CCN(C(=O)c2ccccc2C(=O)N2CCC(C(=O)O)CC2)CC1
    3%, -0.4%, 8%, -3%, -36%, -2%, 5%, 1.6, i
CC(=O)C1=C(O)C(=O)N(CCN2CCOCC2)C1c1ccc(N(C)C)cc1 (stereo not given)
    13%, -0.2%, 5%, -5%, 8%, -5%, 7%, -3.7, i
C#CCOCCOCCOCCNc1nc(N2CCN(C(=O)[C@H]([C@@H](C)O)n3cc(CCCCN)nn3)CC2)nc(N2CCN(C(=O)[C@H](CCCCN)n3cc(CCCC)nn3)CC2)n1
    4%, -1.0%, 2%, 1%, -2%, 8%, -2%, 0.8, i
Cc1ccsc1C1NC(=O)c2ccccc2N1 (stereo not given)
    2%, 2.6%, ?, -27%, -6%, 3%, 7%, 1.3, ?

(list continues)
SMILES	TGFb SMAD3 inh	Nrf2 ARE act	Nrf2 block	A549 tox	HepG2 viability	ATXN2 expr inh	EPAC2 ag	IL2 activator	S2 tox
CNC(=S)N1CCc2ccccc2C1	-1%	1.5%	-16%	10%	11%	-4%	2%	4.1	i
Cc1cccc(OCC(=O)OC(C)CN2CCCCC2)c1 (stereo not given)	16%	0.7%	2%	-1%	5%	4%	3%	3.1	i
Cc1ccc(-n2ncc3c2CCCC3NC(=O)CCCN2CCCCC2=O)cc1C (stereo not given)	0%	0.4%	-10%	-4%	0%	9%	-9%	2.5	i
O=S(=O)(Nc1ccncc1)c1cc(Cl)ccc1Cl	-2%	2.0%	5%	2%	9%	13%	14%	-3.5	i
C=CCn1c(SCc2c(C)noc2C)nc2sc3c(c2c1=O)CCC(C)C3 (stereo not given)	-4%	-0.4%	?	-20%	-4%	-14%	-8%	-1.3	i
CCCC(=O)Nc1cc(C)c(NC(=O)c2ccco2)cn1	15%	0.3%	-3%	8%	-16%	1%	-1%	-0.2	i
CCCCCn1c(=O)[nH]c2cc(C(=O)Nc3ccc(OC)c(OC)c3)ccc2c1=O	18%	-1.1%	-10%[9.27 µM]	5%	6%	-2%	nt	nt	i
Cc1cccc(NS(=O)(=O)c2ccc(C)c(C(=O)N(C)C3CCN(C)CC3)c2)c1	0%	0.0%	5%	-23%	5%	7%	-1%	-0.4	?
Cc1ccc(-c2noc(CN3CCC(C(N)=O)CC3)n2)cc1	5%	2.9%	?	6%	-1%	39%	7%	-0.7	i
CC(C)(C)OC(=O)N1CCC(NC(=O)c2nc[nH]c2C(=O)NCC(=O)OCc2ccccc2)CC1	17%	-1.2%	6%	-1%	4%	-4%	-3%	-2.5	i
O=S(=O)(NN=C1CCCCCC1)c1ccc(Cl)cc1	-6%	-0.6%	2%	2%	0%	11%	13%	0.0	i
COCc1[nH]nc2c1C1(C(=O)N(C)c3ccccc31)C(C#N)=C(N)O2 (stereo not given)	3%	-0.2%	12%	9%	-1%	1%	4%	-2.7	i
Cc1ccc(Cc2c(-c3ccccc3)nc3c4ccccc4ccn23)cc1	nt	20%	nt	nt	nt	62%[activator]	10%	-0.9	i
Cc1c(C(C)(C)C)s/c(=N/S(=O)(=O)c2ccccc2)n1C	-6%	5.8%	2%	7%	-4%	nt	7%	-5.2	i
O=C(NCc1ccc2c(c1)OCO2)c1c(O)nc2sccn2c1=O	9%	0.4%	-27%	-2%	5%	10%	14%	-0.7	i
c1coc(C2OCC3(CO2)COC(c2ccco2)OC3)c1 (stereo not given)	-5%	-0.6%	-8%	2%	24%	10%	9%	-0.9	?
C[C@@H]1CN([C@H](C)CO)C(=O)c2cc(-c3ccc(C(=O)N(C)C)cc3)cnc2O[C@@H]1CN(C)C(=O)c1cccnc1	9%	0.3%	nt	nt	-1%	3%	4%	-2.0	i
COc1ccc(/C=N/n2c(SC)nnc2-c2ccccc2)cc1C	-9%	-0.3%	-26%	-12%	-21%	-1%	6%	-0.5	i
O=C(c1ccc2nc(N3CCOCC3)sc2c1)N1CCCC1	1%	-0.4%	-14%	-2%	-4%	8%	7%	-2.2	i
CCCCN(C)C(=O)C1CCCN(S(=O)(=O)c2ccc3c(c2)oc(=O)n3C)C1 (stereo not given)	-8%	-0.2%	-12%	-2%	-2%	-32%	1%	-1.8	i
Cc1ccc(C(=O)CSc2n[nH]c(-c3ccco3)n2)cc1C	-8%	-0.2%	-8%	nt	-3%	-3%	12%	-1.6	i
Cc1cc2c(cc3c(SCC(=O)Nc4cccc(Cl)c4C)nnc(C)n32)o1	5%	-0.1%	23%	12%	-3%	nt	nt	nt	nt
COc1cc(/C=C2\C(=N)N3N=C(S(C)(=O)=O)SC3=NC2=O)ccc1OCCOc1ccccc1C	-13%	3.4%	-10%	-9%	-31%	-11%	5%	-3.6	nt
N#CC(C(N)=O)=C1CCCCC1	2%	0.2%	-3%	-7%	7%	0%	9%	-0.7	i
CC(C)(C)c1cc(C(=O)C[n+]2ccc(C(=O)NCCCO)cc2)cc(C(C)(C)C)c1O	-3%	0.2%	-8%	0%	2%	-11%	1%	4.0	i
Cc1ccc(C)c(CSc2ccc3nnc(-c4ccccn4)n3n2)c1	?	1.8%	-21%	-6%	5%	-31%	11%	-0.4	i
CC#CC(=O)N1CCC(n2nccc2NC(=O)CCc2ccccc2)CC1	-6%	-2.8%	nt	nt	-13%	nt	5%	-2.4	i
O=C(Cn1cc(S(=O)(=O)Cc2cccc(Cl)c2)c2ccccc21)Nc1ccccc1Cl	-12%	-0.6%	-14%	1%	-14%	nt	nt	nt	nt
COC(=O)c1ccc(SC)cn1	1%	0.0%	-4%	-4%	12%	-14%	5%	-1.1	i
COc1cc(NC(=O)c2oc3ccccc3c2C)ccc1NC(=O)c1ccco1	7%	4.7%	?	2%	-19%	-5%	-3%	-0.9	nt
CCN(CC)S(=O)(=O)c1ccc(N(C)C)c(NC(=O)CC(NC(C)=O)c2ccccc2)c1 (stereo not given)	11%	-0.2%	1%	15%	-9%	-20%[2.22 µM]	9%	-2.9	i
COCCNC(=O)c1cc(-c2ccc(-c3ccccc3)cc2)nc2ccccc12	0%	-0.7%	?	0%	-17%	54%[activator]	10%	-5.1	i
